# High-throughput results (PubChem)
# AID2073: inhibitors of Mint1-CaV2.2 protein interaction, biochemical, HTRF (AID 2073); actives 0.19% (n = 290,000); HTRF protein-protein interaction, Mint1-CaV2.2; higher % means a stronger effect; inhibition, % at 20 µM; hits with a dose series show IC50 in µM; in the data active = inhibition mostly above about 51%, no sharp cut-off; inconclusive = no clear call, values can overlap the other calls; inactive = mostly below about 53%; note: some results filed as inactive read as strong as hits
# HIV peptide binding: cell-free HIV fusion peptide-binding blockers – biochemical, uHTS, fluorescence dequenching, primary screen (AID 1986) | actives 0.3% (n = 290,000) | inhibition, % at 20 µM, or IC50 in µM where a hit was titrated | cell-free peptide binding, fluorescence dequenching, 30 min; higher % means a stronger effect; in the data active = inhibition mostly above about 52%, no sharp cut-off; inactive = mostly below about 76%; note: some results filed as inactive read as strong as hits
# GPR55 activation: selective activators of receptor GPR55 – imaging, U2OS cells, beta-arrestin-GFP redistribution, primary screen (AID 1961). actives 0.048% (n = 290,000). U2OS GPR55 beta-arrestin-GFP redistribution imaging; higher % means a stronger effect. activation, % at 10 µM, or EC50 in µM where a hit was titrated;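 active = activation above 40% with more than 50 cells counted in the well; inconclusive = wells holding fewer than 50 cells, flagged as toxic or sparse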;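 note: U2OS osteosarcoma cells stably expressing GPR55 and beta-arrestin-GFP; plate controls were DMSO negative control for no effect and LPI positive control for full effect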
# NTR1 agonist: NTR1-driven beta-arrestin-GFP spot formation – imaging, U2OS cells, high content, primary screen (AID 493036) | activation, % at 20 µM | agonist mode | actives 0.17% (n = 330,000);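 active = activation at or above 40% of the spot to cytoplasm intensity ratio, with at least 20 cells analyzed; inconclusive = wells under 20 cells, flagged as cytotoxic or low count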;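 note: 0% = DMSO without peptide and 100% = 100 nM NTR1 peptide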
# Target sequence (P30989 whole entry, looked up): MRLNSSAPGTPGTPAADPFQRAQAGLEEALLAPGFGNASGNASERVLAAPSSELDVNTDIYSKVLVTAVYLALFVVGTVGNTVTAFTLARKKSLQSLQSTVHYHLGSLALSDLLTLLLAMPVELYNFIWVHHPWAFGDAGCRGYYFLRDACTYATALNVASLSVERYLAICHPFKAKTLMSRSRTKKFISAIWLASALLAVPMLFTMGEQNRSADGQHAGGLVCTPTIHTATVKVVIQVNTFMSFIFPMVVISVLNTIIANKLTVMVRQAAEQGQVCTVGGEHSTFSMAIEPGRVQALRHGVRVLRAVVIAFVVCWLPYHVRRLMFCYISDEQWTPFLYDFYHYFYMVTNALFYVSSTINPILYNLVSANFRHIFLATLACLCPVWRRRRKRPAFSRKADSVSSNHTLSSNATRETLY
# UTI89 phage lysis: protection from phage-mediated lysis, alamar blue read-out – E. coli UTI89, K1F phage, bacterial capsule biogenesis inhibitors (AID 488966) | E. coli UTI89 K1F phage lysis, alamar blue, 2 h; higher % means a stronger effect | inhibition, % at 100 µM, or IC50 in µM where a hit was titrated | actives 0.02% (n = 340,000);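 active = phage lysis inhibition, versus mean bacterial control, above a set limit; inconclusive = no clear call, values can overlap the other calls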;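 note: capsule biogenesis inhibitors block K1F phage lysis so surviving cells raise fluorescence; higher fluorescence means more inhibition of phage lysis; actives were called in the ten point dose series up to 300 µM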
# Siah-1 displacement: blockers of Siah-1 interaction with plectin peptide – biochemical, fluorescence polarization, rhodamine-plectin, uHTS, primary screen (AID 1817); Siah-1 / rhodamine-plectin peptide fluorescence polarization; higher % means a stronger effect; actives 0.02% (n = 290,000); displacement, % at 20 µM; hits with a dose series show IC50 in µM;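 active = displacement of at least 50% at 20 µM, with a fluorescence ratio check between 0.3 and a set limit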;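 note: plate controls were Siah plus tracer with DMSO for no effect and tracer alone without Siah for full effect; strong numbers were not always called active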
# GPR35 antagonists: GPR35 antagonists blocking zaprinast-driven arrestin recruitment, primary screen, imaging, U2OS, beta-arrestin-GFP, zaprinast agonist (AID 2058). inhibition, % at 10 µM, or IC50 in µM where a hit was titrated. U2OS GPR35 beta-arrestin-GFP translocation imaging, zaprinast antagonism; higher % means a stronger effect. actives 0.052% (n = 290,000);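 active = inhibition of at least 50% with at least 30 cells and total cytoplasm GFP at most 10,000,000; inconclusive = under 30 cells or total GFP of 10,000,000 plus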
# GPR55 LPI antagonism: inhibition of LPI-stimulated GPR55 beta-arrestin translocation – imaging, U2OS, beta-arrestin-GFP, LPI agonist, primary screen (AID 2013). inhibition, % at 10 µM, or IC50 in µM where a hit was titrated. actives 0.13% (n = 290,000). U2OS GPR55 beta-arrestin-GFP translocation imaging, LPI antagonism; higher % means a stronger effect;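 active = spots per cell inhibited over 60%, with over 100 cells counted and total cytoplasm intensity under 500,000; inconclusive = wells with under 100 cells, flagged as likely toxic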;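 note: U2OS cells stably carrying GPR55 and arrestin-GFP stimulated by 5 µM LPI near EC80; imaged beta-arrestin-GFP aggregate spots per cell after agonist stimulation; plate controls were LPI-stimulated DMSO wells for no effect and DMSO wells without LPI for full effect; some results filed as inactive read as strong as hits; confirmed hits need IC50 under 10 µM and bright autofluorescent wells are also inconclusive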
# NS5 inhibitors: flavivirus cap methylation enzyme inhibition – biochemical, confirmation dose response, primary screen (AID 588689) | Dengue-2 NS5 methyltransferase capping enzyme assay, biochemical; higher % means a stronger effect | one-dose inhibition, % at 25 µM; IC50 in µM for titrated hits | actives 0.3% (n = 340,000); in the data active = a potency from the dose series; inconclusive = inhibition above about 29% without an active follow-up result
# NTR1 agonist cell count 20 µM: further read-out of NTR1 agonist, marked with its call; cell count; measured here: cell count, cytotoxicity flag
# NS5 inhibitors pilot replicate: further read-out of NS5 inhibitors, marked with its call; inhibition, %; measured here: pilot screen replicate inhibition
# Starred values were filed as active, the others as inactive; u = inconclusive; x = no result given; [ ] = remark or other dose.
SMILES,AID2073,HIV peptide binding,GPR55 activation,NTR1 agonist,NTR1 agonist cell count 20 µM,UTI89 phage lysis,Siah-1 displacement,GPR35 antagonists,GPR55 LPI antagonism,NS5 inhibitors,others
Cc1cc(C)nc(Nc2n[nH]c(-c3ccccc3Br)n2)n1,-4.7%,-2.0%,-0.1%,1.9,48,0.8%,-3.3%,-2.2%,15.5%,2.0%,
O=C(CCCSc1nc2ccccc2[nH]1)N1CCN(c2ccccc2)CC1,-7.3%,2.8%,-1.0%,-2.7,90,0.8%,-5.2%,7.9%,5.5%,-2.0%,
Cc1ccc2c(c1)N=C(c1ccc(Cl)cc1)CO2,21.5%,0.1%,-0.1%,3.3,54,-0.2%,2.3%,3.6%,4.5%,9.6%,
COc1ccc(-n2nc([N+](=O)[O-])c(=NC3CCN(Cc4ccccc4)CC3)n2O)cc1,4.3%,-0.5%,0.2%,-0.4,90,0.0%,28.4%,-2.0%,2.9%,-1.8%,
Cc1ccccc1NC(=O)Cn1c(C)nc2ccc(N)cc2c1=O,9.3%,3.2%,0.3%,-0.9,42,2.1%,-3.2%,25.0%,-1.2%,-1.1%,
O=C(NC(=S)Nc1ccc(S(=O)(=O)Nc2ccccc2)cc1)C1CC1,24.4%,0.6%,-0.2%,6.0,90,0.5%,-1.2%,-4.6%,-16.8%,x,
O=C(CN1CCCCC1)c1c[nH]c2ccccc12,12.4%,0.0%,-0.2%,-0.3,62,-0.2%,1.0%,-6.3%,-6.1%,-5.2%,NS5 inhibitors pilot replicate=-0.3
C=CCOc1c2ccc(C(=O)NCc3ccc(C)cc3)cc2nn1C,18.9%,-3.4%,-0.1%,-2.7,81,1.1%,-4.2%,16.2%,-13.6%,-1.6%,
CCCNC(=O)NC(=O)CN1CCCC1c1ccc2c(c1)OCCO2 (configuration not stated),5.6%,1.1%,0.3%,1.8,41,1.5%,-4.4%,1.5%,-9.9%,-4.4%,
O=C(CSc1cccc[n+]1[O-])Nc1cc(S(=O)(=O)N2CCOCC2)ccc1N1CCOCC1,1.3%,0.2%,0.3%,0.1,42,2.5%[50 µM],1.9%,14.3%,1.1%,-6.1%,
COC(=O)Cc1c(C)c2ccc(OCC(=O)c3ccc(OC)c(OC)c3)cc2oc1=O,24.6%,-1.3%,-0.1%,2.7,76,x,-3.4%,-3.2%,32.8%,x,
CCN(CC)c1ccc(Nc2nc(-c3cccnc3)cs2)cc1,-56.9%,-4.4%,0.0%,7.9,99,0.0%,-14.0%,12.0%,4.0%,-0.7%,
CC(=O)N(Cc1ccco1)Cc1cc2cccc(C)c2n2nnnc12,9.8%,-0.1%,-0.4%,-1.3,39,x,0.7%,-5.4%,12.3%,x,
COC(=O)c1ccc(NC(=O)CSC2=Nc3ccccc3C3CC=NN23)cc1 (configuration not stated),-1.6%,0.4%,-0.2%,5.8,82,0.7%,1.0%,6.7%,8.0%,-12.7%,
COC(=O)c1ccccc1NC(=O)CCS(=O)(=O)c1ccc(Br)cc1,34.9%,3.3%,0.1%,x,x,0.1%,0.4%,9.4%,-0.1%,-10.6%,
O=C(NCCCc1ccccc1)C(=O)NCC1OCCN1S(=O)(=O)c1ccccc1 (configuration not stated),10.2%,-0.4%,0.3%,0.2,70,0.7%[50 µM],-4.9%,-2.1%,-17.0%,-4.5%,
COCC(=O)N1CCC(n2nnc3cc(C(F)(F)F)ccc32)CC1,-0.3%,0.1%,0.0%,-1.7,87,0.0%,7.5%,-0.8%,-4.2%,5.3%,
Cn1cc(CNC(=O)COc2ccc(Cl)cc2Cl)cn1,-1.7%,-1.8%,0.2%,-1.6,76,0.7%,-10.3%,21.9%,-0.4%,1.6%,
Cc1ccccc1Nc1nc(NCc2ccco2)c2ccccc2n1,4.3%,0.3%,0.2%,11.6,63,4.5%,-5.3%,-15.0%,54.3%,0.0%,
COc1cc([N+](=O)[O-])cc(/C=C2/SC(=S)N(Cc3ccccc3)C2=O)c1O,36.8%,32.6µM*,0.0%,x,x,-0.6%[50 µM],110.2%,2.7%,3.3%,u,
C/C=C/c1ccc(OCCCNC)c(OC)c1,-8.2%,-3.7%,0.2%,-2.4,84,0.0%,0.2%,8.9%,9.3%,-7.8%,
CCOc1cccc2c1OC1(C)CC2NC(=O)N1c1cccc(C(=O)N2CCN(c3ccccn3)CC2)c1 (configuration not stated),4.6%,-0.8%,0.0%,-0.2,62,0.2%,1.9%,11.5%,7.0%,-10.1%,
CCC1CCC(C(=O)NC(C(=O)Nc2ccc3c(c2)OCCO3)C(C)C)CC1 (configuration not stated),-8.8%,-2.3%,0.3%,0.9,76,0.4%,0.1%,9.7%,5.3%,5.6%,
Cc1ccc(S(=O)(=O)N2CCC(C(=O)NNC(=O)c3cccnc3)CC2)cc1,1.1%,0.7%,-0.2%,1.9,39,0.2%,14.4%,2.6%,2.1%,0.0%,
COC(=O)c1cccc(N(CC(=O)NCC2CCCO2)C(=O)CCC(=O)Nc2cc(C)on2)c1 (configuration not stated),1.8%,1.0%,-0.2%,-1.0,35,0.2%,1.1%,0.3%,-0.8%,2.4%,
# Other structures
SMILES,AID2073,HIV peptide binding,GPR55 activation,NTR1 agonist,NTR1 agonist cell count 20 µM,UTI89 phage lysis,Siah-1 displacement,GPR35 antagonists,GPR55 LPI antagonism,NS5 inhibitors,others
O=C(O)C/C(=C\c1cc2c(cc1Br)OCO2)c1nc2ccccc2s1,-18.3%,8.2%,0.2%,0.2,41,-0.4%,-4.2%,11.2%,7.7%,5.7%,
CCc1ccc(CN(C)C(=O)c2cc(COc3cc(C)c(Cl)c(C)c3)on2)nc1,5.4%,-0.3%,-0.1%,13.4,59,-0.3%,5.8%,9.3%,14.9%,-8.6%,
CC(=O)c1cccc(NC(=O)CN2CCN(Cc3ccccc3)CC2)c1,5.1%,-0.3%,-0.2%,0.1,47,-0.6%,11.8%,5.0%,6.7%,x,
CC1(c2ccccc2)CC2CC(c3ccccc3)N1O2 (configuration not stated),-2.7%,-1.5%,-0.2%,-0.1,94,2.8%,-2.2%,-10.5%,-10.5%,-9.6%,
COC(=O)c1ccc(S(=O)(=O)c2ccc(Cl)cc2)c(N)c1,14.5%,0.0%,0.3%,0.5,79,1.4%,0.4%,-1.2%,-8.6%,-11.6%,
COc1ccc(CC(=O)OCC(=O)Nc2cccnc2Cl)cc1OC,2.1%,-1.9%,0.9%,-1.3,49,-0.5%,-1.6%,-4.9%,3.3%,2.2%,
Cc1ccccc1NC(=O)N1CCC(C(=O)c2ccc(F)cc2)CC1,1.1%,-0.9%,0.5%,0.7,44,1.3%,-3.7%,-15.0%,-5.6%,-5.4%,
CC1CC(CN)CC(CO)C1 (configuration not stated),4.6%,0.1%,0.5%,-0.1,57,0.6%,1.4%,16.2%,-5.3%,-8.2%,
COc1cccc(-c2c(NC(=O)c3ccco3)n(-c3ccc(C)cc3)nc(C)c2=O)c1,-2.0%,-2.8%,0.2%,-1.7,83,-0.2%,0.3%,-10.0%,-5.9%,-2.1%,NS5 inhibitors pilot replicate=-5.2
CCCCP(=O)(CCCC)c1ccccc1C(=O)O,2.9%,-0.4%,0.5%,0.0,47,0.7%,3.1%,-2.3%,-4.4%,-5.4%,
C1CCCC(N2CCNCC2)CC1,-0.6%,2.2%,1.0%,0.9,59,1.6%,0.2%,4.5%,3.8%,4.8%,
O=C(NCc1ccco1)c1sc2cc(Cl)ccc2c1Cl,14.6%,8.0%,-0.3%,4.0,51,0.5%,-4.9%,4.5%,-3.0%,-7.5%,
CC(C)CC(=O)c1c[nH]c(C(=O)NCCc2ccccn2)c1,3.4%,-1.4%,-0.1%,-1.0,77,-1.4%,6.6%,-5.3%,6.7%,1.1%,
Cc1ccc(Nc2nc3c(c(=O)[nH]c(=O)n3C)n2Cc2ccc(F)cc2)cc1,-2.0%,0.9%,0.1%,0.4,83,5.3%,-3.1%,-15.8%,10.1%,-8.3%,
COc1ccc(CCNC(=O)CN(c2cccc([N+](=O)[O-])c2)S(C)(=O)=O)cc1OC,4.8%,-1.9%,0.2%,1.1,39,1.1%,0.1%,11.3%,2.7%,-3.1%,

# In the list so far, these contain a Cl atom:
SMILES,AID2073,HIV peptide binding,GPR55 activation,NTR1 agonist,NTR1 agonist cell count 20 µM,UTI89 phage lysis,Siah-1 displacement,GPR35 antagonists,GPR55 LPI antagonism,NS5 inhibitors,others
Cc1ccc2c(c1)N=C(c1ccc(Cl)cc1)CO2,21.5%,0.1%,-0.1%,3.3,54,-0.2%,2.3%,3.6%,4.5%,9.6%,
Cn1cc(CNC(=O)COc2ccc(Cl)cc2Cl)cn1,-1.7%,-1.8%,0.2%,-1.6,76,0.7%,-10.3%,21.9%,-0.4%,1.6%,
CCc1ccc(CN(C)C(=O)c2cc(COc3cc(C)c(Cl)c(C)c3)on2)nc1,5.4%,-0.3%,-0.1%,13.4,59,-0.3%,5.8%,9.3%,14.9%,-8.6%,
COC(=O)c1ccc(S(=O)(=O)c2ccc(Cl)cc2)c(N)c1,14.5%,0.0%,0.3%,0.5,79,1.4%,0.4%,-1.2%,-8.6%,-11.6%,
COc1ccc(CC(=O)OCC(=O)Nc2cccnc2Cl)cc1OC,2.1%,-1.9%,0.9%,-1.3,49,-0.5%,-1.6%,-4.9%,3.3%,2.2%,
O=C(NCc1ccco1)c1sc2cc(Cl)ccc2c1Cl,14.6%,8.0%,-0.3%,4.0,51,0.5%,-4.9%,4.5%,-3.0%,-7.5%,

# Rows are unselected; about 1.2% have a hit in one of these screens.
